High-throughput results as filed in PubChem.
GASC-1 inh – inhibitors of human GASC-1 (JMJD2C) demethylase; GST-JMJD2C(1-420) H3K9me3 demethylation, DELFIA europium; inhibition, % at 2.35 µM; 0.069% of 330,000 active;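 active = more than half of a compound's replicate wells show inhibition beyond 50%, single wells judged on their own value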;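 note: signal counts dimethyl H3K9 product captured on neutravidin plate; 0% = median of DMSO wells and 100% = 0.3 times that DMSO median; strong numbers were not always called active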
Target sequence (Q9H3R0 1-420 limits assumed): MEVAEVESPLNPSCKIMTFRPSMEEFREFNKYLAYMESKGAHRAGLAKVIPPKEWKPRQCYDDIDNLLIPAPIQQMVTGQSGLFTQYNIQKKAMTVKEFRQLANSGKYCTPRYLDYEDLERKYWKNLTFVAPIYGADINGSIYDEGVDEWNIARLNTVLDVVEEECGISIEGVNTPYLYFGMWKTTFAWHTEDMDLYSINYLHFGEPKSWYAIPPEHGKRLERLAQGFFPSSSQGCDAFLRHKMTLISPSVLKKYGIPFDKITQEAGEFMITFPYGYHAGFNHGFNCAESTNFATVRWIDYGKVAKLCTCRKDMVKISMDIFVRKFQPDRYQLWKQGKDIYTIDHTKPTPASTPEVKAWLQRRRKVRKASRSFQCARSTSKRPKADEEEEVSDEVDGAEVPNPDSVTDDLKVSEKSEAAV
CR mimetic SO – lowers age-related superoxide in aged yeast cells; S. cerevisiae aged cells, superoxide DHE fluorescence; hits give low values; superoxide response (% of plate mean), % at 10 µM; 0.18% of 330,000 active; AID 2690;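 active = superoxide response under a set limit, about three screen SD below normal, cut at about 65% in these data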;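 note: yeast aged for seven days with compound at 30 °C before DHE staining; 100% = average MFI of all compound-treated wells on the plate with controls excluded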
* hit, by the source's call. These rows are one share of the data. The share of hits here may be higher or lower than overall.

SMILES | GASC-1 inh | CR mimetic SO
Cc1ccc(S(=O)(=O)N2CCOCC2)cc1NC(=O)COC(=O)c1ccc(Br)cc1 | 8 | 105
O=C(CN1CCN(C(=O)c2ccc(OCc3cn4ccccc4n3)cc2)CC1)Nc1cccc(F)c1 | 1 | 111
NCCCNC(=O)Cn1c(=O)c2c3c(sc2n(Cc2ccccc2)c1=O)CCCC3 | -4 | 108
C=CCn1c(SCC(=O)Nc2cccc(S(N)(=O)=O)c2)nc2sc(C)c(C)c2c1=O | 6 | 101
COc1ccc(N(C)S(=O)(=O)c2cccc(C(=O)OCC(=O)c3c(N)n(C)c(=O)n(C)c3=O)c2)cc1 | 5 | 100
O=C(CSc1ccccc1F)NCCN1C(=O)CSC1=O | 2 | 93
CCc1sc(C(=O)NNC(=O)c2cncc(Br)c2)cc1C | -13 | 82
CCOC(=O)[C@H]1[C@H]2COc3ccc(Cl)cc3[C@@H]2N2C(=O)[C@@H](C)NC(=O)[C@@]12C | -18 | 92
CC1CC1C(=O)OCC(=O)N(C)CC(=O)Nc1ccc(F)cc1 (stereo not given) | -1 | 95
Nc1ccccc1C(=O)N1CCC(O)(c2ccc(Cl)cc2)CC1 | 18 | 105
O=C(c1ccncc1)N1CCN(S(=O)(=O)c2ccc(OC(F)(F)F)cc2)CC1 | -1 | 102
Cc1nc(N)c(C#N)c(-c2ccc3c(c2)OCO3)c1C | -1 | 107
COc1ccc(CCNCC(O)COc2c(C)cccc2C)cc1OC (stereo not given) | 3 | 97
O=C(COC(=O)CC1CC2CCC1C2)NCc1ccccc1 (stereo not given) | -3 | 102
CN(Cc1ccccc1)C(=O)COC(=O)/C=C/c1ccc2c(c1)OCO2 | -2 | 87
Cc1noc(C)c1NC(=O)Nc1ccc2c(c1)CC(=O)N([C@@H](C)CO)C[C@@H](C)[C@@H](CN(C)C(=O)Nc1cccc3ccccc13)O2 | -25 | 78
O=C(OCC(=O)N1CCC(Cc2ccccc2)CC1)c1cccnc1Cl | -6 | 98
O=C(O)CCCc1ccccc1 | -5 | 75
CCC(C)c1ccc(NC(=O)c2c([N+](=O)[O-])cnn2CC)cc1 (stereo not given) | 9 | 100
Cc1ccc(Sc2ccc(S(=O)(=O)Nc3ccc(C(=O)O)cc3)cc2)cc1C | -5 | 100
O=C(COC(=O)c1ccc(F)c(S(=O)(=O)N2CCOCC2)c1)NCc1ccccc1 | 8 | 107
COc1ccccc1N1CCN(C2CCCN(C(=O)c3csc(C)n3)C2)CC1 (stereo not given) | 40 | 102
CCCCCCOc1ccc(/C=N/NC(=O)C2CC2)cc1 | -11 | 104
CC1CC(C)CN(C(=O)COC(=O)CN2C(=O)c3ccccc3C2=O)C1 (stereo not given) | -4 | 95
CC1CCCC(C)N1C(=O)COC(=O)c1cc(=O)[nH]c2ccccc12 (stereo not given) | 9 | 91
N#Cc1ccc(C(=O)OCC(=O)Nc2cccc(S(=O)(=O)NC3=NCCC3)c2)cc1 | -1 | 105
CCOc1ccc(C(=O)CCC(=O)N2CCN(c3ccc(O)cc3)CC2)cc1 | -4 | 92
CCCn1c(N)c(C(=O)CN2CCN(S(=O)(=O)c3cccc(Cl)c3)CC2)c(=O)[nH]c1=O | 0 | 94
COc1ccc(CN2CCN(Cc3cc4ccccc4o3)CC2CCO)c(F)c1 (stereo not given) | -1 | 94
COc1ccc2[nH]c3c(c2c1)CC(C)NC3=O (stereo not given) | -10 | 99
COc1ccc(OC)c(NC(=O)c2sc3nc(C)cc(C)c3c2N)c1 | 3 | 99
CN(CC(=O)Nc1ccccc1Cl)CC(=O)Nc1cccc2ccccc12 | 5 | 89
O=C(CCNC(=O)c1ccccc1Cl)Nc1nc2ccccc2[nH]1 | -1 | 89
N#C/C(=C\c1ccccc1)C(=O)NNS(=O)(=O)c1ccc(Br)cc1 | 2 | 85
O=C(COC(=O)Cc1ccsc1)NNC(=O)c1ccccc1 | 10 | 114
CC(=O)NCCc1ccc(C(=O)COC(=O)C2CCCCC2)cc1 | -1 | 144
Cc1ccccc1Nc1ccc([N+](=O)[O-])cn1 | 13 | 95
O=C(O)C1CCN(C(=O)CSc2nnc3ccccn23)CC1 | -1 | 83
COc1cc(OC)cc(-c2cc3ccc(F)cc3cn2)c1 | 22 | 109
COc1ccccc1CNC(=O)COC(=O)c1ccco1 | -1 | 108

Part of the list above, reformatted:
mol	GASC-1 inh	CR mimetic SO
Cc1ccccc1Nc1ccc([N+](=O)[O-])cn1	13	95
O=C(COC(=O)Cc1ccsc1)NNC(=O)c1ccccc1	10	114
COc1ccc(CN2CCN(Cc3cc4ccccc4o3)CC2CCO)c(F)c1 (stereo not given)	-1	94
COc1ccc2[nH]c3c(c2c1)CC(C)NC3=O (stereo not given)	-10	99
COc1ccc(OC)c(NC(=O)c2sc3nc(C)cc(C)c3c2N)c1	3	99
CC1CCCC(C)N1C(=O)COC(=O)c1cc(=O)[nH]c2ccccc12 (stereo not given)	9	91

Going on with the list:
SMILES | GASC-1 inh | CR mimetic SO
CCc1ccccc1NC(=O)CNC(=O)c1ccc(OCc2cn3ccccc3n2)cc1 | -3 | 73
CSc1nc(N)nc2c1ncn2CC(=O)N1CCN(c2ccccn2)CC1 | 28 | 118
NC(=O)C1CCCN(C(=O)CCC(=O)c2cccs2)C1 (stereo not given) | 0 | 83
Cc1cc(C)c2[nH]c(C(=O)N3CCC(n4nccc4NC(=O)C4CC4)CC3)c(C)c2c1 | 7 | 96
CCOc1ccc(-n2c(SCC(N)=O)nnc2-c2ccco2)cc1 | 3 | 96
Cc1cc2c(n1-c1ccc(C(=O)O)cc1)CCCCC2 | 0 | 103
COc1ccc(CCN(C)C/C=C/c2ccccc2[N+](=O)[O-])cc1OC | 1 | 100
O=C(CCNS(=O)(=O)c1cccc(C(F)(F)F)c1)NCc1ccco1 | 2 | 107
CC(=O)Nc1ccc(S(=O)(=O)N(CC(=O)NC2CC2)Cc2ccccc2)cc1 | -9 | 109
Cn1nnnc1SCC(=O)N1N=C(c2ccc(Cl)cc2)CC1c1ccco1 (stereo not given) | -2 | 104
COc1cc(C(=O)NCC(=O)OCc2ccc(F)cc2)cc(OC)c1OC | 5 | 115
COc1ccc(C(=O)N[C@H](C(=O)NCCCSc2ccccc2)C(C)C)cc1 | -2 | 106
COc1cc2c(cc1OC)C(C)N(S(=O)(=O)c1cccs1)CC2 (stereo not given) | -4 | 92
C=CC[C@H](CC(=O)N(CCO)Cc1ccccc1)C(=O)N[C@H](C)COC(=O)[C@@H](CC=C)Cc1ccc(F)cc1 | -6 | 100
CCCCNc1c(-c2ccc(SC(C)CC)c(OC)c2)nc2ccc(Cl)cn12 (stereo not given) | -4 | 81
CC(=O)Nc1ccc(NC(=O)c2ccc(COc3ccccc3Br)o2)cc1 | 4 | 97
CCOC(=O)c1c(C)[nH]c(C(=O)OCc2ccc(F)cc2)c1C | -13 | 101
N#Cc1ccccc1OCC(=O)NNC(=O)CNC(=O)c1ccc(Br)o1 | 4 | 103
C[C@H](CO)N1C[C@H](C)[C@@H](CN(C)Cc2ccncc2)Oc2c(NS(=O)(=O)c3ccc(F)cc3)cccc2C1=O | -1 | 81
COC(=O)C1=CO[C@@H](O[C@@H]2O[C@H](CO)[C@@H](O)[C@H](O)[C@H]2O)C2C1CC(O)O[C@H]2C (stereo not given in full) | 5 | 108
CC1CCN(C(=O)CSc2nnc3ccccn23)CC1 | -8 | 106
COc1ccc(S(=O)(=O)N(C)C[C@H]2Oc3c(NC(=O)Nc4c(C)noc4C)cccc3C(=O)N([C@@H](C)CO)C[C@H]2C)cc1 | 7 | 96
Cc1ccc(S(=O)(=O)N[C@H](C(=O)NC2CCC(C)CC2)C(C)C)cc1 (stereo not given in full) | -1 | 83
O=C(NNC(=O)c1ccccc1F)c1ccc(S(=O)(=O)N2CCCC2)cc1 | -5 | 116
COc1ccc(NC(=O)N(C)C[C@H]2Oc3ccc(NC(=O)Cn4cnnn4)cc3C(=O)N([C@H](C)CO)C[C@@H]2C)cc1 | 10 | 105
COc1ccccc1N(C)S(=O)(=O)c1ccc(Cl)c(C(=O)NCc2ccco2)c1 | 2 | 106
C/C(=N\NC(=O)c1ccc2ccccc2c1)c1cccs1 | 7 | 82
COc1ccccc1C(=O)NC(CCSC)C(=O)NC1CC1 (stereo not given) | 4 | 148
C[C@H]1COC(=O)[C@@H](Cc2ccc(F)cc2)CC/C=C/C[C@@H](CC(=O)N(CCO)Cc2ccccc2)C(=O)N1 | 2 | 96
O=C(N/C(=C/c1ccccc1)C(=O)N1CCCCC1)c1ccc(Br)o1 | 6 | 106
CN1CCN(S(=O)(=O)c2ccc(N(C)Cc3c(F)cccc3Cl)nc2)CC1 | -1 | 101
O=C(CN1C(=O)NC2(CCCC2)C1=O)NCc1ccc(F)cc1 | -5 | 78
Cc1ccc(S(=O)(=O)Nc2cccc3c2O[C@H](CN(C)Cc2ccccc2)[C@@H](C)CN([C@H](C)CO)C3=O)cc1 | -27 | 166
CCc1ccc(C(C)NC(=O)COC(=O)c2ccc(-n3cnnn3)cc2)cc1 (stereo not given) | -1 | 104
CSCCOC(=O)C1=C(C)NC(=O)NC1c1ccc2c(c1)OCO2 (stereo not given) | 2 | 91
CC(C)(O)C#Cc1ccc(C(=O)N2CCC(CCC(=O)NC3CC3)CC2)cc1 | 3 | 101
COC(=O)c1ccc(CNC(=O)Cn2cnc3c(OCc4ccccc4)ncnc32)cc1 | 18 | 102
CCOc1cc(NC(=O)Nc2ccccc2)c(OCC)cc1NC(=O)CC | -15 | 88
CSc1ncc(C(=O)Nc2ccc(Br)cn2)c(C)n1 | 6 | 98
Cc1ccc(CNC(=O)C2CSC3(C)CCC(=O)N23)cc1 (stereo not given) | -7 | 94
Cc1ccc2nc(COC(=O)c3cnccn3)cc(=O)n2c1 | 18 | 111
NS(=O)(=O)c1ccc(NC(=O)Cc2cccs2)cc1 | 3 | 94
COc1ccc(/C=C/C(=O)N2CCN(c3ccccn3)CC2)cc1 | 2 | 109
CCN(C[C@H]1N[C@@](CC)(C(=O)OC)[C@H]2C(=O)N(C)C(=O)[C@@H]12)S(=O)(=O)c1ccc(C(C)(C)C)cc1 | -5 | 97
COc1ccc(N2CCN(C(=O)c3[nH]c4ccc(OC)cc4c3C)CC2)cc1 | -6 | 95
CCOC(=O)[C@H]1[C@H]2COc3ccccc3[C@@H]2N2C(=O)[C@@H](C)NC(=O)[C@@]12C | -35 | 98
CC1CC(C)CN(C(=O)CSc2nnc3ccccn23)C1 (stereo not given) | 8 | 108
C[C@H](CO)N1C[C@H](C)[C@@H](CN(C)Cc2ccc(C(=O)O)cc2)Oc2c(NS(=O)(=O)c3cccs3)cccc2C1=O | 14 | 91
O=c1cc(-c2ccc(C(F)(F)F)cc2)oc2ccccc12 | -5 | 95
CCOc1ccc2c(c1)C(NC(C)=O)C(=O)N2CCN1CCOCC1 (stereo not given) | -3 | 174
COc1ccc(NC(=O)[C@@H]2CCCN2S(=O)(=O)c2ccccc2F)cc1S(=O)(=O)N1CCCCC1 | -13 | 112
COc1cc(C(=O)Nc2ccc3ccccc3c2)cc(OC)c1OC | -24 | 109
Cc1nnc(SCC(=O)NNC(=O)c2ccc(F)cc2)n1Cc1ccccc1 | -2 | 85
CC1CCCC(C)N1C(=O)COC(=O)c1ccc(S(=O)(=O)N(C)c2ccccc2)cc1 (stereo not given) | -9 | 91
N#CCCN(C(=O)CSc1nc2ccccc2c(=O)[nH]1)c1ccc(F)cc1 | -2 | 121
COc1ccc(C2=NN(C(=O)CCC(=O)O)C(c3ccc([N+](=O)[O-])cc3)C2)cc1 (stereo not given) | -6 | 90
COC(=O)C1=C(C)N(Cc2ccccc2)C(=S)N[C@H]1c1ccc(Br)cc1 | -1 | 93
COCCNC(=O)c1cc2c(s1)-c1ccc(Cl)cc1SC2 | 7 | 98
CC(Oc1ccc(Br)cc1)C(=O)N1CCN(c2ccccn2)CC1 (stereo not given) | -4 | 91
S=C(NCCCc1ccccc1)Nc1ccccc1 | 0 | 93
Next entries
SMILES | GASC-1 inh | CR mimetic SO
COC(=O)c1c(NC(=S)NNS(=O)(=O)c2ccc(OC)cc2OC)sc2c1CCCCCC2 | 9 | 85
O=C(COC(=O)c1ccccc1F)Nc1ccc(S(=O)(=O)N2CCOCC2)cc1 | -9 | 99
C#CCOCCOCCOCCNc1nc(N2CCN(C(=O)CCCCCCCCCCNC(=O)[C@H](CO)n3cc(CCCSC)nn3)CC2)nc(N2CCN(C(=O)CCCCCCCCCCNC(=O)[C@H](CCCCN)n3cc(CCO)nn3)CC2)n1 | -29 | 92
Cc1cc(C)c(OCCn2ccnc2)c(C)c1 | -1 | 102
COc1ccccc1C(=O)COC(=O)C(NC(=O)Cc1ccccc1)C(C)C (stereo not given) | -1 | 104
NCCNC(=O)c1c(O)c2cccc3c2n(c1=O)CCC3 | -8 | 93
COc1ccc(S(=O)(=O)N2CCN(CC(=O)N3CCOCC3)CC2)cc1OC | 2 | 138

Whole records, looked up by structure. Values in the order: GASC-1 inh | CR mimetic SO
`O=C(COC(=O)c1ccccc1F)Nc1ccc(S(=O)(=O)N2CCOCC2)cc1` in the list: -9 | 99
`C#CCOCCOCCOCCNc1nc(N2CCN(C(=O)CCCCCCCCCCNC(=O)[C@H](CO)n3cc(CCCSC)nn3)CC2)nc(N2CCN(C(=O)CCCCCCCCCCNC(=O)[C@H](CCCCN)n3cc(CCO)nn3)CC2)n1` in the list: -29 | 92
`Cc1cc(C)c(OCCn2ccnc2)c(C)c1` in the list: -1 | 102
`COc1ccccc1C(=O)COC(=O)C(NC(=O)Cc1ccccc1)C(C)C` (stereo not given) in the list: -1 | 104
